Screening results deposited in PubChem by several laboratories.
TcdB GH inh = TcdB glycohydrolase inhibition. P18177. TcdB glycohydrolase enzymatic assay, plate reader. inhibition, % at 9.99 µM. 350,000 compounds, 0.24% hits. AID 652162; in the data active = inhibition above about 10%
Vc quorum ag = inducers of Vibrio cholerae quorum light production without autoinducers; V. cholerae BH1578 lux reporter, luminescence, 6 h; AID 588436; activation, % at 18.7 µM; 350,000 compounds, 0.16% hits; in the data active = activation mostly above about 9.7%, no sharp cut-off; also: not every result past the cut was called active; inactives centre near 0; reference of the scale not given here
Rv3671c inh = inhibitors of M. tuberculosis serine protease Rv3671c; P9WHR9; inhibition, % at 5.96 µM; 320,000 compounds, 0.048% hits; in the data active = inhibition above about 38%;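 also: extracellular domain of Rv3671c used as enzyme; 0% = enzyme with DMSO and 100% = no enzyme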
Target sequence (P9WHR9 whole entry, looked up, the tested form may be a part): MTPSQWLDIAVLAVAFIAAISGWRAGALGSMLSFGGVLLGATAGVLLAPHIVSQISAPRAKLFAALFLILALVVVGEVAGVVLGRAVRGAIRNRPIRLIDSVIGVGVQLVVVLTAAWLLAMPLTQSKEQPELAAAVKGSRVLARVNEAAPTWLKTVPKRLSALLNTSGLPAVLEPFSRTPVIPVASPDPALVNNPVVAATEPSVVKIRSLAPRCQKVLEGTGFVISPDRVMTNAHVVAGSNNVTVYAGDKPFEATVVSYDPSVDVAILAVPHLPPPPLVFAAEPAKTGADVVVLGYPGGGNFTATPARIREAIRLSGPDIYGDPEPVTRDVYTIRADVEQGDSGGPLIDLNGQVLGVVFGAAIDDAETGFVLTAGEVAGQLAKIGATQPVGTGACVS
MazEF act = increases E. coli MazEF RNase cleavage of RNA; FAM/BHQ RNA-DNA oligo cleavage fluorescence, 5 h; 350,000 compounds, 0.32% hits; activation, % at 20 µM; in the data active = activation above about 50%
Target sequence (P0AE70 whole entry, looked up): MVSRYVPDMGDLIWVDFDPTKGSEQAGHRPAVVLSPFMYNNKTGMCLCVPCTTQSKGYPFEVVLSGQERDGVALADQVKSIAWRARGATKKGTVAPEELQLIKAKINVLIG
Y pestis TopoI = inhibitors of Yersinia pestis topoisomerase I; AID 504884; activity, % at 10 µM; 360,000 compounds, 0.064% hits; Y. pestis Topo-I cleavage product accumulation, plate reader; in the data active = activity above about 50%, passing the limit was not always enough; also: inactives centre near 2
VHR inh abs = DUSP3 (human) phosphatase inhibition. P51452. recombinant VHR phosphatase, pNPP absorbance. inhibition, % at 13.3 µM. 290,000 compounds, 0.52% hits; in the data active = inhibition above about 50%; also: some compounds called inactive have numbers as strong as hits
Target sequence (P51452 whole entry, looked up): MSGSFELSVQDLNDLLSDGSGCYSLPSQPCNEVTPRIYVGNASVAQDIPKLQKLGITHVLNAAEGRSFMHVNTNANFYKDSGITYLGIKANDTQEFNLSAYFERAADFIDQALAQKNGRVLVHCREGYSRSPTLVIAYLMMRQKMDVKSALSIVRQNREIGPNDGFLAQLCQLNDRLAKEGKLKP
PriA SSB inh = K. pneumoniae PriA-SSBct interaction inhibition; AlphaScreen SSBct-PriA binding, biotinylated peptide; inhibition, % at 33 µM; 430,000 compounds, 0.6% hits; in the data active = inhibition mostly above about 37%, no sharp cut-off; inactive = mostly below about 20%;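 also: plate controls were negative control peptide for no effect and reference peptide for full effect; strong numbers were not always called active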
CCHF vOTU inh = blocks the CCHF virus ovarian tumor domain protease | CCHFV vOTU protease, Pep-AMC fluorescence | inhibition, % at 11.5 µM | 370,000 compounds, 0.55% hits | AID 651958; in the data active = inhibition above about 30%; also: 0% = vehicle wells with enzyme and 100% = no enzyme wells
3CLpro inhibitor = SARS-CoV 3CLpro protease inhibition. AID 1706. P0C6X7. recombinant SARS-CoV 3CLpro, quenched FRET peptide cleavage. 290,000 compounds, 0.14% hits. inhibition, % at 6 µM; in the data active = inhibition above about 12%
PrPC TRFRET = cell surface PrPC inhibition, primary TR-FRET screen. P04156. TR-FRET read-out. inhibition, % at 13.8 µM. 370,000 compounds, 0.43% hits. AID 720596; in the data active = inhibition above about 24%; also: 0% = median of the test wells and 100% = reference compound wells
* marks the source's active call; other numbers are inactive results; i = inactive; · = no result given.

Short keys: A = TcdB GH inh; B = Vc quorum ag; C = Rv3671c inh; D = MazEF act; E = Y pestis TopoI; F = VHR inh abs; G = PriA SSB inh; H = CCHF vOTU inh; I = 3CLpro inhibitor; J = PrPC TRFRET
CC(C)NC(=O)CSc1nc(-c2cccs2)cc(-c2ccccc2)c1C#N
  A = ·	B = -0.2	C = 0	D = -22	E = -1	F = 0	G = -10	H = -6	I = -5	J = -7

Cc1cc(CNCc2c(C(=O)N(C)Cc3ccccc3)nc3ccccn23)nn1C
  A = 1.4	B = ·	C = -1	D = 2	E = 8	F = 13	G = -10	H = -5	I = 0	J = -8

CN1CCN(c2cc(C(F)(F)F)nc3ccc(F)cc23)CC1
  A = -0.9	B = -0.6	C = 6	D = 6	E = 0	F = 17	G = 0	H = 2	I = -10	J = -6

COc1ccc(NC(=O)CCS(=O)(=O)c2cccc3nonc23)cc1Cl
  A = 1.2	B = -0.1	C = 4	D = 11	E = -2	F = 10	G = 7	H = 11	I = 0	J = -35

Cc1ccccc1C(=O)N1CCC(C(=O)Nc2ccccn2)CC1
  A = 3.0	B = -4.0	C = 8	D = -24	E = 5	F = ·	G = 3	H = 1	I = ·	J = -2

O=C(Nc1ccc2c(c1)CCC2)c1ccc(Br)s1
  A = 1.0	B = -0.1	C = -17	D = -5	E = -1	F = 1	G = -5	H = -8	I = 7	J = 22

O=c1oc2ccc3ccccc3c2cc1-c1nnc(-c2ccccc2)o1
  A = ·	B = 0.6	C = 7	D = 14	E = 6	F = 11	G = -8	H = -21	I = -5	J = -1

CN1CCN(S(=O)(=O)c2ccc(-c3noc(C4CCN(S(C)(=O)=O)CC4)n3)cc2)CC1
  A = ·	B = 1.0	C = 5	D = 6	E = -3	F = 7	G = -6	H = -10	I = -1	J = 0

COc1ccc(S(=O)(=O)N(C)CC(=O)NCCC2=CCCCC2)cc1OC
  A = ·	B = -0.6	C = 2	D = -11	E = -3	F = 27	G = -6	H = -6	I = 3	J = 1

Cc1ccsc1C(=O)N1CCCC(CO)(Cc2ccccc2)C1 (stereo unspecified)
  A = 1.7	B = -0.3	C = 3	D = -3	E = 14	F = 21	G = -1	H = -10	I = -1	J = 0

Cc1cc(N2CCN(C)CC2)nc2ccc(NC(=O)CCC(=O)NCCCOC(C)C)cc12
  A = -2.2	B = -0.9	C = 4	D = 2	E = -6	F = 13	G = -6	H = -33	I = -4	J = 4

O=C1Nc2ccccc2O/C1=C\c1ccccc1
  A = 0.7	B = -0.5	C = 5	D = 1	E = 6	F = 44	G = -8	H = -29	I = 1	J = 1

C=C(C)CSc1nnc(-c2cccc(S(=O)(=O)N(C)C)c2)n1-c1cc(OC)ccc1OC
  A = ·	B = i	C = 2	D = -2	E = 36	F = 13	G = 10	H = 9	I = -2	J = 5

CCN(C(=O)c1cnc(NC(C)C)cc1C(F)(F)F)c1ccc(Cl)cc1
  A = 1.7	B = 7.1	C = -3	D = 2	E = 2	F = -8	G = -6	H = 12	I = 0	J = 10

COCCCN1C(=O)C(=O)/C(=C(/O)c2ccc(S(=O)(=O)N3CCOCC3)cc2)C1c1cccc(Cl)c1 (stereo unspecified)
  A = 1.6	B = -0.2	C = 3	D = -2	E = -10	F = -4	G = ·	H = 8	I = -1	J = -4

CC(C)C(C)NC(=O)COC(=O)c1cccc(C(=O)OCC(=O)NC(C)C(C)C)n1 (stereo unspecified)
  A = 1.5	B = -0.6	C = -3	D = 10	E = 3	F = 6	G = -3	H = -6	I = -1	J = 0

O=C(CC1N=C2c3ccccc3N=C(SCc3ccc(Cl)cc3)N2C1=O)NCc1ccco1 (stereo unspecified)
  A = ·	B = i	C = -15	D = 17	E = 36	F = 21	G = -11	H = ·	I = 3	J = ·

COc1ccc2c(CC(=O)OCC(=O)Nc3cccc(S(N)(=O)=O)c3)coc2c1
  A = 0.8	B = -0.3	C = 0	D = 15	E = 0	F = -15	G = 2	H = 4	I = 5	J = -1

COc1ccc(-c2c(C)n([O-])c(C)c(C)[n+]2=O)cc1OC
  A = ·	B = -0.3	C = 10	D = 0	E = 5	F = -2	G = -26	H = 6	I = 6	J = -14

COC(=O)C1=C(c2cccc(OC)c2OC)C[C@@H]2CC[C@H]1N2C(=O)NC(C)C
  A = -1.2	B = -0.9	C = 2	D = -5	E = 1	F = ·	G = -15	H = 3	I = ·	J = 0

CC1=NN(c2ccccc2)C(=O)C1/C=C1/NC(=S)NC1=O (stereo unspecified)
  A = 3.8	B = -1.4	C = 7	D = 10	E = -4	F = 25	G = -3	H = 10	I = -2	J = -9

CCOC(=O)C1CCN(Cc2ccc(C(=O)OC)cc2)CC1
  A = 1.1	B = -2.6	C = 4	D = 1	E = -8	F = -5	G = -16	H = ·	I = 2	J = ·

N#Cc1ccc(-c2ccc3c(c2)OCO3)nc1SCC(=O)OCc1ccccc1
  A = ·	B = -0.3	C = -24	D = -9	E = -5	F = 15	G = -4	H = -4	I = -4	J = -1

CCOC(=O)C1(C)CCCCN1C(=O)c1ccco1 (stereo unspecified)
  A = 0.0	B = i	C = ·	D = ·	E = 6	F = ·	G = ·	H = -8	I = ·	J = 6

O=P(C(=S)Nc1ccccc1Cl)(c1ccccc1)c1ccccc1
  A = 1.2	B = -3.1	C = ·	D = 10	E = 9	F = ·	G = ·	H = 1	I = ·	J = 7

COc1cccc(N2CC(C(=O)Nc3nnc(SCC(=O)Nc4ccc(NC(C)=O)cc4)s3)CC2=O)c1 (stereo unspecified)
  A = 2.2	B = -9.2	C = -8	D = 5	E = 9	F = 16	G = 2	H = -3	I = 1	J = -4

Sorted by count of non-hydrogen atoms (lowest first): eight of the compounds above
Short keys: A = TcdB GH inh; B = Vc quorum ag; C = Rv3671c inh; D = MazEF act; E = Y pestis TopoI; F = VHR inh abs; G = PriA SSB inh; H = CCHF vOTU inh; I = 3CLpro inhibitor; J = PrPC TRFRET
O=C(Nc1ccc2c(c1)CCC2)c1ccc(Br)s1
  A = 1.0	B = -0.1	C = -17	D = -5	E = -1	F = 1	G = -5	H = -8	I = 7	J = 22

CCOC(=O)C1CCN(Cc2ccc(C(=O)OC)cc2)CC1
  A = 1.1	B = -2.6	C = 4	D = 1	E = -8	F = -5	G = -16	H = ·	I = 2	J = ·

Cc1ccsc1C(=O)N1CCCC(CO)(Cc2ccccc2)C1 (stereo unspecified)
  A = 1.7	B = -0.3	C = 3	D = -3	E = 14	F = 21	G = -1	H = -10	I = -1	J = 0

COc1ccc(NC(=O)CCS(=O)(=O)c2cccc3nonc23)cc1Cl
  A = 1.2	B = -0.1	C = 4	D = 11	E = -2	F = 10	G = 7	H = 11	I = 0	J = -35

COc1ccc(S(=O)(=O)N(C)CC(=O)NCCC2=CCCCC2)cc1OC
  A = ·	B = -0.6	C = 2	D = -11	E = -3	F = 27	G = -6	H = -6	I = 3	J = 1

N#Cc1ccc(-c2ccc3c(c2)OCO3)nc1SCC(=O)OCc1ccccc1
  A = ·	B = -0.3	C = -24	D = -9	E = -5	F = 15	G = -4	H = -4	I = -4	J = -1

O=C(CC1N=C2c3ccccc3N=C(SCc3ccc(Cl)cc3)N2C1=O)NCc1ccco1 (stereo unspecified)
  A = ·	B = i	C = -15	D = 17	E = 36	F = 21	G = -11	H = ·	I = 3	J = ·

COCCCN1C(=O)C(=O)/C(=C(/O)c2ccc(S(=O)(=O)N3CCOCC3)cc2)C1c1cccc(Cl)c1 (stereo unspecified)
  A = 1.6	B = -0.2	C = 3	D = -2	E = -10	F = -4	G = ·	H = 8	I = -1	J = -4

The list is partial; the hit share may differ from the screen's.
